Myeloid diff 2: promotes myeloid progenitor differentiation; ER-HoxA9 myeloid progenitors, lysozyme-GFP differentiation, flow cytometry; calls only at 10 µM; hit rate 1% among 360,000; AID 624256;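 active means normalized GFP-positive differentiation at or above the plate's own cutoff, the solvent-only control mean plus 3 SD; inconclusive means no clear call, values can overlap the other calls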;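 further: cells exposed to compound for four days before flow analysis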
Siah-1 displacement: blockers of Siah-1 interaction with plectin peptide – biochemical, fluorescence polarization, rhodamine-plectin, uHTS, primary screen (AID 1817); Siah-1 / rhodamine-plectin peptide fluorescence polarization; higher % means a stronger effect; displacement, % at 20 µM; hits with a dose series show IC50 in µM; hit rate 0.02% among 290,000;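 active means displacement of at least 50% at 20 µM, with a fluorescence ratio check between 0.3 and a set limit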;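 further: plate controls were Siah plus tracer with DMSO for no effect and tracer alone without Siah for full effect; strong numbers were not always called active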
Hep lipid drop: hepatic lipid droplet formation modulation | hit rate 0.4% among 240,000 | inhibition, % at 6.5 µM | AML12 mouse hepatocytes, oleate lipid droplets, BODIPY imaging;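 active means lipid droplet intensity inhibited by at least 50%, with more than 500 cells counted; inconclusive means wells with under 300 cells, treated as cytotoxic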
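Material: mouse AML12 hepatocyte cell line, fixed after treatment; Timing: compound with oleate, overnight; Technique: high-content imaging of BODIPY-stained droplets and DAPI nuclei; Probe or stimulus: oleate, 100 µM final; Dosing: compound at 6.5 µM only.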
Dengue-2 NS5 capping: Dengue-2 NS5 methyltransferase inhibitors, primary screen, biochemical, confirmation dose response (AID 588689); hit rate 0.3% among 340,000; one-dose inhibition, % at 25 µM; IC50 in µM for titrated hits; Dengue-2 NS5 methyltransferase capping enzyme assay, biochemical; higher % means a stronger effect; in the data active means a potency from the dose series; inconclusive means inhibition above about 29% without an active follow-up result
AID2073: inhibitors of Mint1-CaV2.2 protein interaction, biochemical, HTRF (AID 2073). inhibition, % at 20 µM, or IC50 in µM where a hit was titrated. hit rate 0.19% among 290,000. HTRF protein-protein interaction, Mint1-CaV2.2; higher % means a stronger effect; in the data active means inhibition mostly above about 51%, no sharp cut-off; inconclusive means no clear call, values can overlap the other calls; inactive means mostly below about 53%; further: some results filed as inactive read as strong as hits
NOD2 inhibition: NOD2 signaling inhibitors, cell-based, luminescence, uHTS, HEK293 (AID 1566) | hit rate 0.63% among 290,000 | HEK293 NOD2/NF-kB luciferase reporter, luminescence; higher % means a stronger effect | one-dose inhibition, % at 4 µM; EC50 in µM for titrated hits; further: many of its hits are not listed in these tables
HIV peptide binding: inhibitors of HIV fusion peptide binding, primary screen, biochemical, uHTS, fluorescence dequenching (AID 1986) | inhibition, % at 20 µM; hits with a dose series show IC50 in µM | hit rate 0.3% among 290,000 | cell-free peptide binding, fluorescence dequenching, 30 min; higher % means a stronger effect; in the data active means inhibition mostly above about 52%, no sharp cut-off; inactive means mostly below about 76%; further: some results filed as inactive read as strong as hits
XIAP displacement: small molecules displacing peptide from XIAP – biochemical, IAP family, fluorescence polarization (AID 1018) | displacement, % at 20 µM; hits with a dose series show IC50 in µM | XIAP BIR domain, fluorescence polarization peptide displacement; higher % means a stronger effect | hit rate 0.007% among 200,000; in the data active means displacement above about 50%; further: a part of the inactive calls stands beside numbers as strong as those of hits
LYP phosphatase: PTPN22 lymphoid phosphatase activity blockers – biochemical, fluorescence intensity, uHTS (AID 1779). recombinant LYP phosphatase, fluorescence intensity; higher % means a stronger effect. inhibition, % at 11.5 µM, or IC50 in µM where a hit was titrated. hit rate 0.054% among 290,000;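 further: plate controls were vehicle with enzyme for no effect and no enzyme for full effect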
Hep lipid drop cells 6.5 µM: also measured in Hep lipid drop; calls as there; cell count; measured here: cell count, cytotoxicity flag;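 cells counted across two imaged fields per well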
Dengue-2 NS5 capping pilot replicate: second read-out of Dengue-2 NS5 capping, no call of its own (marks repeat the call); inhibition, %; measured here: pilot screen replicate inhibition
Myeloid diff 2 GFP+ MAC1+ %: further read-out of Myeloid diff 2, marked with its call; GFP+ MAC1+ double positive, %; measured here: differentiation confirmed by MAC1 staining
An asterisk follows results filed as active. Unless noted, no stated cut-off is given here; in the data, active means inhibition above about 50%; inactive means the rest. Not all compounds are listed; count on the stated rates, not on these rows.

Results for CC(=O)NC1=NN(C(C)=O)C(C)(CCS(=O)(=O)c2ccc(Br)cc2)S1 (centres undefined) ?
Myeloid diff 2: inactive; Siah-1 displacement: 6.7%; Hep lipid drop: -68.5; Dengue-2 NS5 capping: -1.3%; AID2073: 3.6%; NOD2 inhibition: 2.7%; HIV peptide binding: 0.1%; XIAP displacement: -16.5%; LYP phosphatase: -3.7%; Hep lipid drop cells 6.5 µM: 614; Myeloid diff 2 GFP+ MAC1+ %: 0.1

Results for CCc1ccc(C(C)NC(=O)/C=C/c2ccc(Br)cc2)cc1 (centres undefined) ?
Myeloid diff 2: inactive; Siah-1 displacement: -4.4%; Hep lipid drop: -9.5; Dengue-2 NS5 capping: 0.0%; AID2073: 3.6%; NOD2 inhibition: -40.9%; HIV peptide binding: -2.6%; XIAP displacement: 0.8%; LYP phosphatase: -5.6%; Hep lipid drop cells 6.5 µM: 727; Myeloid diff 2 GFP+ MAC1+ %: 6.2

Results for Clc1ccc(OCCn2ccnc2)cc1Cl ?
Myeloid diff 2: inconclusive; Siah-1 displacement: 1.2%; Hep lipid drop: 0.7; Dengue-2 NS5 capping: -7.9%; AID2073: -3.2%; NOD2 inhibition: 8.4%; HIV peptide binding: 0.5%; LYP phosphatase: -3.9%; Hep lipid drop cells 6.5 µM: 841; Dengue-2 NS5 capping pilot replicate: -3.7

Results for O=C(O)C1C2CCC(O2)C1C(=O)Nc1ccc(Cl)cc1F (centres undefined) ?
Myeloid diff 2: inactive; Siah-1 displacement: -3.4%; Hep lipid drop: 11.0; AID2073: 10.4%; NOD2 inhibition: 2.3%; HIV peptide binding: -0.7%; LYP phosphatase: -11.7%; Hep lipid drop cells 6.5 µM: 871; Myeloid diff 2 GFP+ MAC1+ %: 0.3

What do the screens show for `CC(C(=O)NCc1cccnc1)c1ccc([N+](=O)[O-])cc1` (centres undefined)?
Myeloid diff 2: inactive; Siah-1 displacement: 0.4%; Hep lipid drop: -0.7; Dengue-2 NS5 capping: -1.6%; AID2073: 9.8%; NOD2 inhibition: 4.8%; HIV peptide binding: -2.1%; LYP phosphatase: -9.2%; Hep lipid drop cells 6.5 µM: 827; Myeloid diff 2 GFP+ MAC1+ %: 0.5

Results for COc1ccc(S(=O)(=O)N2CC3C4C=CC(C4)C3C2)cc1 (centres undefined) ?
Myeloid diff 2: inactive; Siah-1 displacement: 1.3%; Dengue-2 NS5 capping: 2.8%; AID2073: 8.3%; NOD2 inhibition: -5.4%; HIV peptide binding: 0.4%; XIAP displacement: -1.4%; LYP phosphatase: -2.6%; Myeloid diff 2 GFP+ MAC1+ %: 0.9

Results for [O-][n+]1onc2c1CCc1c-2nn(-c2ccccc2Cl)[n+]1[O-] ?
Siah-1 displacement: -1.7%; Dengue-2 NS5 capping: -1.4%; AID2073: -4.8%; NOD2 inhibition: 43.2%; HIV peptide binding: -0.7%; XIAP displacement: -3.9%; LYP phosphatase: -15.4%

How did COc1ccc(OC)c(C2CC(=O)NC(SC)=C2C#N)c1 (centres undefined) do in these assays?
Myeloid diff 2: inactive; Siah-1 displacement: -2.5%; Dengue-2 NS5 capping: -6.3%; AID2073: -2.5%; NOD2 inhibition: -6.0%; HIV peptide binding: -1.6%; XIAP displacement: -3.0%; LYP phosphatase: -2.9%; Myeloid diff 2 GFP+ MAC1+ %: 2.5

Results for O=Cc1cn(-c2ccccc2)nc1-c1ccc(F)cc1 ?
Myeloid diff 2: inactive; Siah-1 displacement: -2.4%; Hep lipid drop: 18.6; Dengue-2 NS5 capping: -6.5%; AID2073: -0.7%; NOD2 inhibition: -12.5%; HIV peptide binding: 1.5%; LYP phosphatase: -5.6%; Hep lipid drop cells 6.5 µM: 752; Myeloid diff 2 GFP+ MAC1+ %: 0.3

Results for CCOc1ccccc1NC(=O)COC(=O)/C=C/c1ccc(OC)c(OC)c1 ?
Myeloid diff 2: inactive; Siah-1 displacement: 2.1%; Hep lipid drop: -19.8; Dengue-2 NS5 capping: 2.3%; AID2073: -3.5%; NOD2 inhibition: 25.5%; HIV peptide binding: 0.2%; XIAP displacement: -7.4%; LYP phosphatase: -2.3%; Hep lipid drop cells 6.5 µM: 707; Myeloid diff 2 GFP+ MAC1+ %: 0.3

What do the screens show for `CC(C)N1C(=O)CCC1C(=O)NCCc1ccc(Cl)cc1` (centres undefined)?
Myeloid diff 2: inactive; Siah-1 displacement: -0.5%; Hep lipid drop: 3.6; Dengue-2 NS5 capping: 0.0%; AID2073: 1.8%; NOD2 inhibition: 7.5%; HIV peptide binding: -0.9%; XIAP displacement: -5.4%; LYP phosphatase: -4.0%; Hep lipid drop cells 6.5 µM: 738; Myeloid diff 2 GFP+ MAC1+ %: 2.3

Results for COc1ccc(C2=NN(c3ccccc3)C(c3cccs3)C2)cc1 (centres undefined) ?
Myeloid diff 2: inactive; Siah-1 displacement: -2.2%; Hep lipid drop: -5.0; AID2073: 47.3%; NOD2 inhibition: -11.8%; HIV peptide binding: -2.1%; XIAP displacement: -9.4%; LYP phosphatase: -13.9%; Hep lipid drop cells 6.5 µM: 648; Myeloid diff 2 GFP+ MAC1+ %: 0.1

What do the screens show for `COc1nc(Nc2ccc(C(C)C)cc2)nc(OC)n1`?
Myeloid diff 2: inactive; Siah-1 displacement: -6.5%; Hep lipid drop: -13.0; Dengue-2 NS5 capping: -4.8%; AID2073: -0.8%; NOD2 inhibition: -4.4%; HIV peptide binding: -1.0%; XIAP displacement: -8.6%; LYP phosphatase: -7.3%; Hep lipid drop cells 6.5 µM: 781; Myeloid diff 2 GFP+ MAC1+ %: 5.9

What do the screens show for `CS(=O)(=O)c1ccc2nc(NC(=O)CN3CCCCCC3)sc2c1`?
Myeloid diff 2: inactive; Siah-1 displacement: 6.3%; Dengue-2 NS5 capping: -1.4%; AID2073: -6.2%; NOD2 inhibition: 8.8%; HIV peptide binding: -1.4%; XIAP displacement: -2.8%; LYP phosphatase: 1.6%; Myeloid diff 2 GFP+ MAC1+ %: 4.1

Results for CCN(Cc1nc2ccccc2c(=O)[nH]1)Cc1nc2ccsc2c(=O)[nH]1 ?
Myeloid diff 2: inactive; Siah-1 displacement: -11.8%; Hep lipid drop: 29.1; Dengue-2 NS5 capping: -4.5%; AID2073: 11.3%; NOD2 inhibition: 13.9%; HIV peptide binding: -0.4%; XIAP displacement: -4.2%; LYP phosphatase: -0.9%; Hep lipid drop cells 6.5 µM: 676; Myeloid diff 2 GFP+ MAC1+ %: 0.4

What do the screens show for `CC1CCN(C(=S)NC(=O)c2ccccc2Br)CC1`?
Myeloid diff 2: inactive; Siah-1 displacement: -2.2%; Hep lipid drop: -5.4; Dengue-2 NS5 capping: -0.3%; AID2073: -19.2%; NOD2 inhibition: 0.1%; HIV peptide binding: -0.5%; LYP phosphatase: -6.0%; Hep lipid drop cells 6.5 µM: 661; Myeloid diff 2 GFP+ MAC1+ %: 1.5

What do the screens show for `Cc1ccc2cc(CN(Cc3ccco3)C(=S)NCC3CCCO3)c(=O)[nH]c2c1` (centres undefined)?
Myeloid diff 2: inactive; Siah-1 displacement: 0.0%; Hep lipid drop: -20.1; Dengue-2 NS5 capping: -5.1%; AID2073: -11.7%; NOD2 inhibition: 11.7%; HIV peptide binding: -0.6%; XIAP displacement: -1.8%; LYP phosphatase: -6.2%; Hep lipid drop cells 6.5 µM: 673; Myeloid diff 2 GFP+ MAC1+ %: 0.1

Results for Cc1cccc(OCC(=O)Nc2nc3ccc([N+](=O)[O-])cc3s2)c1 ?
Myeloid diff 2: inactive; Siah-1 displacement: -1.1%; Dengue-2 NS5 capping: -2.0%; AID2073: -2.5%; NOD2 inhibition: 35.0%; HIV peptide binding: -0.6%; XIAP displacement: -3.7%; LYP phosphatase: -1.2%; Myeloid diff 2 GFP+ MAC1+ %: 1.9

What do the screens show for `CCn1cc(C2C(C(=O)Nc3ccc(Br)cn3)=C(C)NC3=C2C(=O)CCC3)c(C)n1` (centres undefined)?
Myeloid diff 2: inactive; Siah-1 displacement: -1.9%; Hep lipid drop: 0.5; Dengue-2 NS5 capping: -1.0%; AID2073: 6.9%; NOD2 inhibition: -12.0%; HIV peptide binding: 1.0%; XIAP displacement: -5.8%; LYP phosphatase: -11.5%; Hep lipid drop cells 6.5 µM: 751; Myeloid diff 2 GFP+ MAC1+ %: 0.4

How did Cc1cc2nc3n(c2cc1C)CC1CC(C(=O)NCC2CC2)N(C)C31 (centres undefined) do in these assays?
Myeloid diff 2: inactive; Siah-1 displacement: -5.4%; Hep lipid drop: -10.4; Dengue-2 NS5 capping: -3.9%; AID2073: 6.2%; NOD2 inhibition: -13.6%; HIV peptide binding: -0.2%; LYP phosphatase: -11.6%; Hep lipid drop cells 6.5 µM: 666; Myeloid diff 2 GFP+ MAC1+ %: 1.3

What do the screens show for `COc1cc(OC)c(C2=NOC(C(=O)NCc3ccc4c(c3)OCO4)C2)cc1Cl` (centres undefined)?
Myeloid diff 2: inactive; Siah-1 displacement: 0.1%; Hep lipid drop: 4.3; Dengue-2 NS5 capping: -2.7%; AID2073: -1.2%; NOD2 inhibition: -5.1%; HIV peptide binding: -2.4%; XIAP displacement: -2.2%; LYP phosphatase: -7.6%; Hep lipid drop cells 6.5 µM: 713; Myeloid diff 2 GFP+ MAC1+ %: 1.5

Results for CCC(=O)NCCc1nc2cc(NC(=O)c3ccc(Cl)cc3)ccc2n1C ?
Myeloid diff 2: inactive; Siah-1 displacement: -4.2%; Hep lipid drop: -5.8; Dengue-2 NS5 capping: 0.7%; AID2073: -4.0%; NOD2 inhibition: -27.4%; HIV peptide binding: 1.2%; LYP phosphatase: -4.4%; Hep lipid drop cells 6.5 µM: 798; Myeloid diff 2 GFP+ MAC1+ %: 0.2

What do the screens show for `O=C(NC(=S)Nc1ccc(N2CCOCC2)cc1)c1ccccc1`?
Myeloid diff 2: inactive; Siah-1 displacement: -8.4%; Hep lipid drop: -0.1; AID2073: -7.7%; NOD2 inhibition: -37.1%; HIV peptide binding: -2.3%; XIAP displacement: -6.3%; LYP phosphatase: 1.8%; Hep lipid drop cells 6.5 µM: 720; Myeloid diff 2 GFP+ MAC1+ %: 0.0

Results for CCc1nnc(NC(=O)c2ccc(F)c(S(=O)(=O)N3CCCCC3)c2)s1 ?
Myeloid diff 2: inactive; Siah-1 displacement: 8.7%; Hep lipid drop: -12.5; Dengue-2 NS5 capping: 1.3%; AID2073: 3.5%; NOD2 inhibition: 27.3%; HIV peptide binding: -0.3%; LYP phosphatase: -9.0%; Hep lipid drop cells 6.5 µM: 816; Myeloid diff 2 GFP+ MAC1+ %: 6.5
